From PubChem BioAssay
p47phox inh – p47phox (human) inhibition | P14598 | p47phox/p22phox peptide binding, fluorescence polarization, 2 h | inhibition, % at 24.7 µM | hit rate 0.53% among 220,000 | AID 1274;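 active = inhibition above about 30%, limit read from the data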;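 note: 0% = p47phox with labelled peptide and 100% = labelled peptide alone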
Target sequence (P14598 whole entry, looked up): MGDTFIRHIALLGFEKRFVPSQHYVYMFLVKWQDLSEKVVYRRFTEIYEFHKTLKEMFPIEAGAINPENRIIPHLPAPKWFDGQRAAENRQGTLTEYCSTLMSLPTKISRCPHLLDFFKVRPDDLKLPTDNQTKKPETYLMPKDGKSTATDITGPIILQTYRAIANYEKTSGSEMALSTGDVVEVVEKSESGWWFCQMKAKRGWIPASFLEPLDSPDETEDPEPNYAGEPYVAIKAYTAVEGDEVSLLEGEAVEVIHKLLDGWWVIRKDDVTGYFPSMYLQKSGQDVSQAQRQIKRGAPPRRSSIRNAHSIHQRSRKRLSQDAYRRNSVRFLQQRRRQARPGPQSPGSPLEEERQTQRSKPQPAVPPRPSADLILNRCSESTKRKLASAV
Runt-SMMHC FRET – inhibitors of human RUNX1 Runt domain binding to CBFb-SMMHC; Q01196+Q13951; Cerulean-Runt/Venus-CBFb-SMMHC FRET ratio 530/480, 1 h; inhibition, % at 20 µM; hit rate 0.74% among 220,000;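 active = mean inhibition across duplicate retests at 20 µM reaching about 50%, limit read from the data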;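 note: 0% = DMSO wells and 100% = wells with excess untagged CBFb-SMMHC; inhibitors lower the FRET ratio by blocking Runt binding to CBFb-SMMHC; some results filed as inactive read as strong as hits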
zVAD death inh – blocks zVAD induced death of L929 cells; viability rescue, % at 10 µM; L929 zVAD necroptosis rescue, ATP luminescence, 24 h; with zVAD 60 µM; hit rate 0.38% among 220,000;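 active = activation, scaled between plate controls, above about 75%, limit read from the data; inactive = activation under that limit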;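 note: 0% = zVAD with DMSO and 100% = DMSO alone without zVAD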
MDM2 E3 inh – inhibitors of human Mdm2 E3 ubiquitin ligase. Q00987. cell-based MDM2 ubiquitination luciferase reporter, 2 h; 0 = plate control, 100 = twice control, blank-subtracted. signal enhancement, % at 5 µM. hit rate 0.11% among 210,000;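 active = signal enhancement of 30% or more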;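 note: luminescence tracks abundance of the self-degrading MDM2-luciferase fusion protein; higher signal means inhibition of MDM2 E3 ligase activity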
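test system = mammalian cells stably expressing self-ubiquitinating, self-degrading MDM2 E3–luciferase fusion | quantity = 2000 cells/well | incubation = cell settling 4 h, compound treatment 2 h, both 37 °C | signal = luminescence with SteadyLite reagent, 15 min at room temperature | evaluation = % enhancement relative to plate controls after blank subtraction | benchmarks = plate controls and plate blanks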
Hck Nef HTS – blocks Nef-activated human Hck kinase; P08631; Recombinant Hck-YEEI plus Nef, Z-Lyte FRET kinase assay; inhibition, % at 20 µM; hit rate 0.68% among 220,000; AID 463187;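 active = Hck-Nef kinase inhibition above about 50%, limit read from the data; inactive = inhibition below that limit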;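 note: 0% = DMSO with Hck plus Nef and 100% = Hck alone without Nef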
Target sequence (P08631 whole entry, looked up): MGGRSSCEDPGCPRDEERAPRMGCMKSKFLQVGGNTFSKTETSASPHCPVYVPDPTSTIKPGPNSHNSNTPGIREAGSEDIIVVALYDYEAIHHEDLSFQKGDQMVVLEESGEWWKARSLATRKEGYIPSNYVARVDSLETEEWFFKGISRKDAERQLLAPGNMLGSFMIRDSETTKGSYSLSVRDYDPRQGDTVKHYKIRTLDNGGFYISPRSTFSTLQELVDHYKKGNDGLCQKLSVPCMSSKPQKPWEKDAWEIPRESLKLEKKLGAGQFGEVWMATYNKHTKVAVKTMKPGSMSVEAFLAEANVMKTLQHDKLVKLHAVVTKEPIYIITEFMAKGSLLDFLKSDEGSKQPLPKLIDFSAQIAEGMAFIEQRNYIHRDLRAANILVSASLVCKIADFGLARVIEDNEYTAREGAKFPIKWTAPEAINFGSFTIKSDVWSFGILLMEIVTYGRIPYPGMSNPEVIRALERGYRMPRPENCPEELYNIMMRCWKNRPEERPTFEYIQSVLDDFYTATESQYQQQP
14-3-3 Bad inh – disrupts binding of bovine 14-3-3 zeta to phospho-Bad peptide | TR-FRET 14-3-3zeta/Dy647-pBad peptide displacement, 1 h | hit rate 0.71% among 220,000 | inhibition, % at 21.7 µM | P63103 | AID 781;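 active = inhibition above about 70%, limit read from the data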;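 note: 0% = full 14-3-3 plus peptide FRET controls and 100% = background without 14-3-3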
EBV gp42 inh – blocks Epstein-Barr virus glycoprotein 42 binding; hit rate 0.42% among 220,000; AID 1085; inhibition, % (tested at 21.74 µM); Fluorescence polarization binding assay, mP read-out; Q1HVG2; in the data active = inhibition above about 50%
Tb hexokinase – blocks Trypanosoma brucei hexokinase 1 activity; recombinant TbHK1, G6PDH-coupled NADH A340; inhibition, % at 10 µM; hit rate 0.11% among 220,000; AID 1430;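 active = inhibition of 50% or more in the single-dose primary screen; inactive = inhibition below 50%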
Runt-CBFb FRET – Runt domain-CBFb interaction inhibition; AID 1496; Q01196+Q13951; Cerulean-Runt/Venus-CBFb FRET ratio 530/480, 1 h; inhibition, % at 20 µM; hit rate 0.46% among 220,000;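 active = inhibition over about 50% at 20 µM in the single-dose screen, limit read from the data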;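 note: 0% = DMSO wells and 100% = excess unlabeled CBFb competitor control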
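Measured by: fluorescence energy transfer, 422 nm excitation, 530/480 nm emission; test system: Cerulean-tagged RUNX1 Runt domain (FRET donor) fusion protein; buffer or medium: Tris pH 7.5 buffer with BSA; compound: one dose, 20 µM compound, 1% DMSO; times: two 1 h room-temperature incubations shielded from light; benchmarks: unlabeled CBFb 5 µM, positive control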
* hit, by the source's call; [ ] = remark or other dose. This is a random part of the collection. About 3.2% of those tested had a hit in this group.

Cn1ccc(NC(=O)Nc2cccc(C(F)(F)F)c2)n1 was read as p47phox inh -8, Runt-SMMHC FRET -2, zVAD death inh 9.6, MDM2 E3 inh -15, Hck Nef HTS -1, 14-3-3 Bad inh -5, EBV gp42 inh -21, Tb hexokinase 0 and Runt-CBFb FRET -1.
For Cc1ccccc1OCC(=O)N/N=C/c1ccc(Sc2nc3ccccc3s2)o1 the results were p47phox inh -22, Runt-SMMHC FRET 1, zVAD death inh 1.0, MDM2 E3 inh -10, Hck Nef HTS 11, 14-3-3 Bad inh -7, EBV gp42 inh -8, Tb hexokinase -19 and Runt-CBFb FRET 0.
For CC1(C)C2CCC1(CS(=O)(=O)N1CCOCC1)C(=O)C2 (centres undefined) the results were p47phox inh -10, Runt-SMMHC FRET 2, zVAD death inh -0.2, MDM2 E3 inh -10, Hck Nef HTS -3, 14-3-3 Bad inh 4[fluorescence artefact?], EBV gp42 inh 1, Tb hexokinase -1 and Runt-CBFb FRET -3.
`O=C(c1cc2nc(-c3ccccc3)cc(-c3ccccc3)n2n1)N1CCCC1` gave Runt-SMMHC FRET 0, zVAD death inh -0.8, MDM2 E3 inh 1, Hck Nef HTS 0, 14-3-3 Bad inh 8, EBV gp42 inh -5, Tb hexokinase -14 and Runt-CBFb FRET -5.
Screening O=C(c1ccc(Cn2cc(Br)cn2)cc1)N1N=C(C(F)F)CC1(O)C(F)F (centres undefined) returned p47phox inh -1, Runt-SMMHC FRET -3, zVAD death inh 0.1, MDM2 E3 inh -4, Hck Nef HTS 0, 14-3-3 Bad inh 9, EBV gp42 inh -4, Tb hexokinase 2 and Runt-CBFb FRET -2.
For O=C1OCC/C1=C\c1ccc(O)cc1 the results were p47phox inh -4, Runt-SMMHC FRET -2, zVAD death inh 1.7, MDM2 E3 inh -7, Hck Nef HTS 2, 14-3-3 Bad inh -8, EBV gp42 inh -5, Tb hexokinase -40 and Runt-CBFb FRET 2.
c1ccc(-c2ccc(C3CCCN3)cc2)cc1 (centres undefined) was read as p47phox inh -10, Runt-SMMHC FRET -1, zVAD death inh -0.2, MDM2 E3 inh -26, Hck Nef HTS 8, 14-3-3 Bad inh -13, EBV gp42 inh -5, Tb hexokinase -1 and Runt-CBFb FRET -1.
`COc1ccc(CNC(=O)CN(Cc2ccc(OC)cc2)C(=O)c2csnn2)cc1` gave p47phox inh -3, Runt-SMMHC FRET -2, zVAD death inh 0.6, MDM2 E3 inh 0, Hck Nef HTS 19, 14-3-3 Bad inh -1, EBV gp42 inh -1, Tb hexokinase -1 and Runt-CBFb FRET 0.
Screening CS(=O)(=O)Nc1nc2n(n1)C(c1ccc(F)cc1)CC(c1ccccc1)N2 (centres undefined) returned p47phox inh -6, Runt-SMMHC FRET -1, zVAD death inh 0.4, MDM2 E3 inh -9, Hck Nef HTS 14, 14-3-3 Bad inh -1, EBV gp42 inh 6, Tb hexokinase 6 and Runt-CBFb FRET -1.
For Cc1ccc(C)c(N2CCN(C(=O)Cn3cccc3)CC2)c1 the results were p47phox inh -20, Runt-SMMHC FRET 1, zVAD death inh -0.2, Hck Nef HTS 3, 14-3-3 Bad inh -10[fluorescence artefact?], EBV gp42 inh -16, Tb hexokinase 8 and Runt-CBFb FRET 5.
`CCOC(=O)c1sc(NC(=O)/C=C/c2ccc(F)cc2)nc1C` gave p47phox inh 1, Runt-SMMHC FRET 2, zVAD death inh 1.3, MDM2 E3 inh -8, Hck Nef HTS 23, 14-3-3 Bad inh 13, EBV gp42 inh -9, Tb hexokinase -19 and Runt-CBFb FRET 0.
N#Cc1ccccc1Sc1ccccc1C(=O)Nc1ccccc1 was read as p47phox inh -5, Runt-SMMHC FRET 1, zVAD death inh -0.4, MDM2 E3 inh -16, Hck Nef HTS 0, 14-3-3 Bad inh 1, EBV gp42 inh -12, Tb hexokinase 17 and Runt-CBFb FRET -2.
`COc1ccc(C(=O)OCC(=O)c2ccccc2)cc1S(=O)(=O)N1CCOCC1` gave p47phox inh 0, Runt-SMMHC FRET 2, zVAD death inh 0.8, MDM2 E3 inh -24, Hck Nef HTS 2, 14-3-3 Bad inh -7, EBV gp42 inh -19, Tb hexokinase -6 and Runt-CBFb FRET 4.
Screening O=C(N/N=C/c1ccco1)c1cc([N+](=O)[O-])cc([N+](=O)[O-])c1 returned p47phox inh -2, Runt-SMMHC FRET 2, zVAD death inh 0.0, MDM2 E3 inh -2, Hck Nef HTS 5, 14-3-3 Bad inh -2, EBV gp42 inh -9, Tb hexokinase 3 and Runt-CBFb FRET -2.
Screening CCN(C(=O)COC(=O)c1cnc(C)cn1)C1CCCCC1 returned p47phox inh -2, Runt-SMMHC FRET 0, zVAD death inh 0.2, MDM2 E3 inh 0, Hck Nef HTS 0, 14-3-3 Bad inh -4[fluorescence artefact?], EBV gp42 inh -21, Tb hexokinase -9 and Runt-CBFb FRET -2.
Screening O=C(CNC(=O)c1cccs1)NCC(=O)OCc1ccc(F)cc1 returned p47phox inh -3, zVAD death inh 16, MDM2 E3 inh -13, Hck Nef HTS 16, 14-3-3 Bad inh 3, EBV gp42 inh -7 and Tb hexokinase 0.
Screening COc1ccc(-c2cc(=O)c3ccccc3n2C)cc1 returned p47phox inh 0, Runt-SMMHC FRET 3, zVAD death inh 0.1, Hck Nef HTS 1, 14-3-3 Bad inh 13, EBV gp42 inh -7, Tb hexokinase -21 and Runt-CBFb FRET -2.
`COC(=O)[C@H](CCSC)NC(=O)Nc1ccc(C)cc1` gave p47phox inh -6, Runt-SMMHC FRET -1, zVAD death inh 0.3, MDM2 E3 inh -8, Hck Nef HTS -1, 14-3-3 Bad inh -22[fluorescence artefact?], EBV gp42 inh -14, Tb hexokinase -5 and Runt-CBFb FRET 0.
`CC1=C(C(=O)OCC(C)C)C(c2ccsc2)C2=C(CCCC2=O)N1` (centres undefined) gave p47phox inh -12, Runt-SMMHC FRET 15, zVAD death inh -0.8, MDM2 E3 inh 9, Hck Nef HTS 12, 14-3-3 Bad inh -9, EBV gp42 inh -7, Tb hexokinase -9 and Runt-CBFb FRET 0.
Screening CN(C)CC(C)(C)CNC(=O)c1cc(=O)c2ccccc2o1 returned p47phox inh -7, Runt-SMMHC FRET -1, zVAD death inh -0.6, MDM2 E3 inh -10, Hck Nef HTS 3, 14-3-3 Bad inh 5[fluorescence artefact?], EBV gp42 inh -19, Tb hexokinase -9 and Runt-CBFb FRET 2.

For convenience, some entries already given:
Screening O=C(N/N=C/c1ccco1)c1cc([N+](=O)[O-])cc([N+](=O)[O-])c1 returned p47phox inh -2, Runt-SMMHC FRET 2, zVAD death inh 0.0, MDM2 E3 inh -2, Hck Nef HTS 5, 14-3-3 Bad inh -2, EBV gp42 inh -9, Tb hexokinase 3 and Runt-CBFb FRET -2.
Screening CCN(C(=O)COC(=O)c1cnc(C)cn1)C1CCCCC1 returned p47phox inh -2, Runt-SMMHC FRET 0, zVAD death inh 0.2, MDM2 E3 inh 0, Hck Nef HTS 0, 14-3-3 Bad inh -4[fluorescence artefact?], EBV gp42 inh -21, Tb hexokinase -9 and Runt-CBFb FRET -2.
Screening O=C(CNC(=O)c1cccs1)NCC(=O)OCc1ccc(F)cc1 returned p47phox inh -3, zVAD death inh 16, MDM2 E3 inh -13, Hck Nef HTS 16, 14-3-3 Bad inh 3, EBV gp42 inh -7 and Tb hexokinase 0.
Screening COc1ccc(-c2cc(=O)c3ccccc3n2C)cc1 returned p47phox inh 0, Runt-SMMHC FRET 3, zVAD death inh 0.1, Hck Nef HTS 1, 14-3-3 Bad inh 13, EBV gp42 inh -7, Tb hexokinase -21 and Runt-CBFb FRET -2.
`COC(=O)[C@H](CCSC)NC(=O)Nc1ccc(C)cc1` gave p47phox inh -6, Runt-SMMHC FRET -1, zVAD death inh 0.3, MDM2 E3 inh -8, Hck Nef HTS -1, 14-3-3 Bad inh -22[fluorescence artefact?], EBV gp42 inh -14, Tb hexokinase -5 and Runt-CBFb FRET 0.
`CC1=C(C(=O)OCC(C)C)C(c2ccsc2)C2=C(CCCC2=O)N1` (centres undefined) gave p47phox inh -12, Runt-SMMHC FRET 15, zVAD death inh -0.8, MDM2 E3 inh 9, Hck Nef HTS 12, 14-3-3 Bad inh -9, EBV gp42 inh -7, Tb hexokinase -9 and Runt-CBFb FRET 0.

More compounds.
Screening CC1(C)CC(=O)C2=C(C1)N(CCN1CCOCC1)C1=C(C(=O)CC(C)(C)C1)C2c1ccc(Cl)cc1 returned p47phox inh -2, Runt-SMMHC FRET 88*, zVAD death inh -0.2, MDM2 E3 inh -15, Hck Nef HTS 50, 14-3-3 Bad inh -20, EBV gp42 inh -6, Tb hexokinase -9 and Runt-CBFb FRET 77*.
C=CCNC(=O)Nc1ccc(F)cc1F was read as p47phox inh -5, Runt-SMMHC FRET 1, zVAD death inh -0.9, MDM2 E3 inh -6, Hck Nef HTS 14, 14-3-3 Bad inh -3, EBV gp42 inh -22, Tb hexokinase 1 and Runt-CBFb FRET 0.
CC1CCCC(NC(=O)c2n[nH]c(=O)c3ccccc23)C1C (centres undefined) was read as p47phox inh -23, Runt-SMMHC FRET 0, zVAD death inh 1.3, MDM2 E3 inh -13, Hck Nef HTS -2, 14-3-3 Bad inh -4, EBV gp42 inh 7, Tb hexokinase 3 and Runt-CBFb FRET -4.
`COc1ccc(-c2cc(C(=O)Oc3ccc([N+](=O)[O-])cc3)c3ccccc3n2)cc1` gave p47phox inh -12, Runt-SMMHC FRET 6, zVAD death inh 0.3, MDM2 E3 inh -32, Hck Nef HTS 2, 14-3-3 Bad inh -7, EBV gp42 inh -16, Tb hexokinase -14 and Runt-CBFb FRET 0.

Taken from above, two compounds:
C=CCNC(=O)Nc1ccc(F)cc1F was read as p47phox inh -5, Runt-SMMHC FRET 1, zVAD death inh -0.9, MDM2 E3 inh -6, Hck Nef HTS 14, 14-3-3 Bad inh -3, EBV gp42 inh -22, Tb hexokinase 1 and Runt-CBFb FRET 0.
CC1CCCC(NC(=O)c2n[nH]c(=O)c3ccccc23)C1C (centres undefined) was read as p47phox inh -23, Runt-SMMHC FRET 0, zVAD death inh 1.3, MDM2 E3 inh -13, Hck Nef HTS -2, 14-3-3 Bad inh -4, EBV gp42 inh 7, Tb hexokinase 3 and Runt-CBFb FRET -4.
